TLR4-MyD88 BLA: TLR4-MyD88 interaction inhibition in cells | HeLa CL3-4 TLR4/MyD88 BLA complementation, FRET ratio | inhibition, % at 8.4 µM | 200,000 compounds, 0.18% hits; in the data active means inhibition above about 25%;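 further: 0% = vehicle and 100% = reference inhibitor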
PPARg SRC2 recr: PPARgamma-driven SRC-2 recruitment agonism | activation, % at 8 µM | P37231 | PPARgamma LBD-SRC-2 recruitment, biochemical | 200,000 compounds, 0.34% hits; in the data active means activation above about 22%;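 further: 0% = vehicle and 100% = reference agonist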
STAT3 act: increases IL-6 driven STAT3 reporter signal | U3A cells, IL-6 STAT3-luciferase reporter, luminescence; 100% = signal with IL-6 EC80 alone | activation (% of control), % at 5.6 µM | 190,000 compounds, 0.91% hits | AID 871;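 active means activation above the screen-wide mean of compound activation plus 3 SD, cut at about 130% in these data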;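 further: 0% = background luminescence of wells with medium and substrate only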
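Material: human U3A cells carrying STAT3-luciferase construct. Measured by: reporter luminescence signal. Timing: compound 1 h, then IL-6 6 h at 37 °C.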
S1P3 antag: blocks the human S1P3 receptor; inhibition, % at 4.98 µM; AID 485; 170,000 compounds, 0.27% hits; CHO S1P3 NFAT-BLA reporter, FRET fluorescence, antagonist mode;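 active means inhibition above the plate cutoff, the mean inhibition of test wells on that plate plus 3 SD, cut at about 28% in these data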;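 further: cells challenged with S1P at its EC80 of 0.8 µM; blue over green emission ratio from cleaved BLA substrate after 4 h stimulation; 0% = S1P-stimulated wells and 100% = unstimulated DMSO-only wells; some compounds past the cut are filed as inactive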
Target sequence (Q99500 whole entry, looked up): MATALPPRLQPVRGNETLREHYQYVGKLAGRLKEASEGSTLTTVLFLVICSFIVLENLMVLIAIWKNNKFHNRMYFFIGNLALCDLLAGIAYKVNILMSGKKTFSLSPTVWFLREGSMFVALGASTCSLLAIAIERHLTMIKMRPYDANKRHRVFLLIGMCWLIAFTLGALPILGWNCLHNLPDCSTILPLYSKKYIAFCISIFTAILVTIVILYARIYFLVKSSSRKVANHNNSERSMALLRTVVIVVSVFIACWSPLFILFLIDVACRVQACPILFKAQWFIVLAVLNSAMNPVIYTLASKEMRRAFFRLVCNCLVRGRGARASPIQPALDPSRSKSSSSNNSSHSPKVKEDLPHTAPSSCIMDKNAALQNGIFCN
PPARg SRC-3 ag: agonists of human PPARgamma SRC-3 coactivator recruitment. activation, % at 8 µM. AID 731. 200,000 compounds, 0.26% hits. P37231. biochemical PPARgamma/SRC-3 coactivator recruitment assay; in the data active means activation above about 23%;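 further: 0% = DMSO and 100% = reference agonist; some compounds past the cut are filed as inactive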
STAT1 blocker: reduces IFN-gamma driven STAT1 reporter signal. NIH 3T3 STAT1-luciferase reporter, luminescence. inhibition, % at 5.5 µM. AID 920. 200,000 compounds, 0.35% hits;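 active means inhibition above a set limit, the mean inhibition across all tested compounds plus 3 SD, cut at about 34% in these data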;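 further: 0% = IFN-gamma with DMSO and 100% = IFN-gamma with 300 µM nifuroxazide; values of inactives mirror those of a sister screen read the other way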
TR-FRET SRC-2 ct: counter-screen for PPARgamma SRC-2 recruitment agonists: TR-FRET artefact; hits give high values; TR-FRET ratio at 8 µM; 200,000 compounds, 0.4% hits; AID 1049; in the data active means TR-FRET ratio above about 2000; further: inactives centre near 1500; reference of the scale not given here
RAM inhibit: blocks the yeast RAM network. 190,000 compounds, 1.8% hits. S. cerevisiae dse1pr::URA3 reporter, 5-FOA growth OD615, 2 d; analog-sensitive cbk1-as2 kinase mutant strain. inhibition, % at 50 µM;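 active means inhibition above a set limit, 3 SD over mean compound inhibition, cut at about 8.4% in these data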;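 further: 0% = DMSO-only wells with no growth and 100% = 10 µM 1-NA-PP1 full growth; inhibition rescues growth on 5-FOA so higher OD means more RAM inhibition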
STAT3 blocker: reduces IL-6 driven STAT3 reporter signal; U3A cells, IL-6 STAT3-luciferase reporter, luminescence; host cell line lacks STAT1; 190,000 compounds, 0.89% hits; inhibition, % at 5.5 µM; AID 862;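 active means inhibition above the mean inhibition across all screened compounds plus 3 SD, cut at about 44% in these data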;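 further: 0% = DMSO only wells and 100% = 100 µM nifuroxazide control wells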
PPARg SRC1 recr: agonists of human PPARgamma SRC-1 coactivator recruitment; P37231; PPARgamma-SRC-1 coactivator recruitment biochemical assay; activation, % at 8 µM; 200,000 compounds, 0.41% hits; in the data active means activation above about 19%;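 further: 0% = DMSO and 100% = reference agonist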
ROMK mod: human ROMK K+ channel modulation, primary screen; P48048; Tet-inducible ROMK, thallium flux fluorescence; actives lie on both sides; B-score at 10 µM; 130,000 compounds, 2% hits; AID 1918;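 active means signal ratio slope over the read window, or its plate-corrected B-score, at least 3 SD from the plate mean, either direction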;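 further: B-score of the F/F0 ratio slope over 7 to 12 s after thallium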
Target sequence (P48048 whole entry, looked up): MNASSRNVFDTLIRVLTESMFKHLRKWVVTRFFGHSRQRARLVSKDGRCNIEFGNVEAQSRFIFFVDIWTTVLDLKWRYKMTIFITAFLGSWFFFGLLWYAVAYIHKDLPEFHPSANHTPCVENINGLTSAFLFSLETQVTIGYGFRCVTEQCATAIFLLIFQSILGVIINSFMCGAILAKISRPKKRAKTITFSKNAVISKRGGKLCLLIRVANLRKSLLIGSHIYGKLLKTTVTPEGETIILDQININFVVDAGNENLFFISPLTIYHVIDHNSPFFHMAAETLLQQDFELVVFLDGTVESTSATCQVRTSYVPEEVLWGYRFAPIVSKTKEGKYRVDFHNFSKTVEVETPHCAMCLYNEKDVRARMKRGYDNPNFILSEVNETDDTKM
Active calls of the source: *; . = no result given.

nr | Structure | TLR4-MyD88 BLA | PPARg SRC2 recr | STAT3 act | S1P3 antag | PPARg SRC-3 ag | STAT1 blocker | TR-FRET SRC-2 ct | RAM inhibit | STAT3 blocker | PPARg SRC1 recr | ROMK mod
1 | COc1cccc(/C=C2\N=C(C3CCCCC3)OC2=O)c1OC | -16 | -2 | 101 | -6 | -1 | 4 | 1554 | 3.3 | 4 | 3 | .
2 | CCCc1cc(C(=O)NCc2ccc(OC)cc2)no1 | -3 | 9 | 109 | -30 | -5 | -13 | 1452 | 2.6 | -6 | 4 | .
3 | Cc1ccc(-n2c(=O)c(C#N)cc3c(=O)n4cccc(C)c4nc32)cc1 | 0 | -5 | 103 | . | -2 | 3 | 1398 | 5.0 | -7 | 2 | -0.17
4 | Cn1c(=O)c2c(-c3ccc(C(C)(C)C)cc3)n(N3CCOCC3)cc2n(C)c1=O | -12 | -1 | 110 | -4 | -4 | -3 | 1653 | 6.7 | -6 | 0 | .
5 | Cc1nc2ccccc2n1CC(O)COc1ccccc1Cl (stereo not drawn) | -3 | 11 | 69 | 10 | -3 | 16 | 1614 | 6.1 | 42 | -1 | -1.6
6 | Cc1ccc(C(=O)NCCc2ccc(S(N)(=O)=O)cc2)cc1[N+](=O)[O-] | -2 | 9 | 96 | 2 | 3 | 2 | 1360 | 2.5 | 6 | 4 | .
7 | CCc1ccccc1N1CC(C(=O)O)CC1=O (stereo not drawn) | 9 | 1 | 97 | 28 | -17 | 2 | 1556 | 1.4 | 5 | 2 | 0.27
8 | O=C(NCCc1ccccc1)C1CCCN(S(=O)(=O)c2cccs2)C1 (stereo not drawn) | -8 | 1 | 97 | -6 | -4 | 0 | 1499 | 1.2 | 9 | -2 | .
9 | CC1CCC2C(=O)N(c3cccc(OS(=O)(=O)c4ccccc4)c3)C(=O)C2C1 (stereo not drawn) | -1 | 3 | 95 | 0 | 1 | 4 | 1553 | 9.4* | 11 | 6 | .
10 | COc1cc(S(=O)(=O)N2CCOCC2)ccc1NC(=O)COC(=O)C12CC3CC(CC(C3)C1)C2 | -8 | -9 | 106 | -13 | -9 | 8 | 1351 | 3.9 | -4 | 1 | .
11 | Cc1nc2sc(C(c3ccc(F)cc3)N3CCOCC3)c(O)n2n1 (stereo not drawn) | -18 | 6 | 99 | -8 | 3 | 2 | 1649 | 6.4 | 6 | 8 | 0.78
12 | COc1ccc(C(=O)OCc2cc3cccc(C)c3[nH]c2=O)cc1 | 4 | -11 | 94 | 15 | -11 | -2 | 1403 | 2.5 | 11 | 4 | 0.84
13 | Cc1cc(SCC(=O)OC/C(O)=C(\C#N)c2nc3ccccc3[nH]2)c(C)cc1Br | 8 | 10 | 96 | 14 | 4 | -3 | 1683 | 3.5 | 10 | 8 | 0.92
14 | COc1cccc(C(=O)NCC(=O)NNc2ncnc(N)c2[N+](=O)[O-])c1 | 7 | 5 | 101 | -18 | 5 | -3 | 1560 | 1.5 | 4 | 12 | 0.26
15 | CCOC(=O)c1cnc(SC)nc1Sc1ccccc1Cl | 8 | 11 | 102 | . | 6 | -1 | 1565 | 0.7 | 4 | -2 | 0.092
16 | CC(C)NC(=O)c1ccccc1NC(=O)CS(=O)(=O)Cc1ccccc1 | 5 | -3 | 102 | . | -7 | -6 | 1343 | 3.0 | 3 | 3 | -0.024

Next section; the last 4 above are carried over.
nr | Structure | TLR4-MyD88 BLA | PPARg SRC2 recr | STAT3 act | S1P3 antag | PPARg SRC-3 ag | STAT1 blocker | TR-FRET SRC-2 ct | RAM inhibit | STAT3 blocker | PPARg SRC1 recr | ROMK mod
13 | Cc1cc(SCC(=O)OC/C(O)=C(\C#N)c2nc3ccccc3[nH]2)c(C)cc1Br | 8 | 10 | 96 | 14 | 4 | -3 | 1683 | 3.5 | 10 | 8 | 0.92
14 | COc1cccc(C(=O)NCC(=O)NNc2ncnc(N)c2[N+](=O)[O-])c1 | 7 | 5 | 101 | -18 | 5 | -3 | 1560 | 1.5 | 4 | 12 | 0.26
15 | CCOC(=O)c1cnc(SC)nc1Sc1ccccc1Cl | 8 | 11 | 102 | . | 6 | -1 | 1565 | 0.7 | 4 | -2 | 0.092
16 | CC(C)NC(=O)c1ccccc1NC(=O)CS(=O)(=O)Cc1ccccc1 | 5 | -3 | 102 | . | -7 | -6 | 1343 | 3.0 | 3 | 3 | -0.024
17 | COc1ccc(/C=C/C(=O)O)cc1S(=O)(=O)NC1CCS(=O)(=O)C1 (stereo not drawn) | -4 | 4 | 102 | -12 | 1 | -11 | 1463 | 2.9 | -1 | 7 | 0.48
18 | O=C(NCC(c1cccs1)N1CCOCC1)c1ccc(Br)o1 (stereo not drawn) | -8 | 6 | 103 | . | 6 | -10 | 1713 | 2.4 | -4 | 6 | -0.77
19 | Clc1cccc(NCc2nnc(SCc3ccccc3)o2)c1 | 3 | 2 | 107 | 2 | -1 | -3 | 1730 | -0.1 | -3 | 9 | .
20 | CCCCOC(=O)c1ccc(OC(=O)c2cccnc2)cc1 | 0 | 9 | 100 | -4 | -3 | -13 | 1530 | -2.0 | 2 | 12 | -1.8
21 | CCCCCn1c(CNC(=O)CC)nc2ccccc21 | 2 | 0 | 96 | -1 | 11 | 10 | 1713 | 0.7 | 10 | 0 | .
22 | CCN(CC)/C(Sc1ccccc1)=C(/C(Cl)=C(Cl)Cl)[N+](=O)[O-] | -6 | 4 | 100 | 4 | 7 | 0 | 1633 | -0.2 | 2 | 6 | .
23 | S=C1NCCOCCNC(=S)NCCOCCOCCN1 | 12 | 1 | 107 | -8 | 1 | -4 | 1552 | 1.4 | -5 | -1 | 0.18
24 | COc1cc2c(cc1OC)CN(C(=O)COc1ccc(C)c(C)c1)CC2 | -3 | -10 | 113 | -6 | -16 | 0 | 1357 | 2.0 | -12 | 0 | -0.9
25 | O=[N+]([O-])c1ccc(CNC2CCCc3ccccc32)cc1 (stereo not drawn) | -1 | 14 | 81 | 2 | 8 | 0 | 1708 | 0.7 | 27 | 14 | -1.6
26 | CCOC(=O)c1c(-c2ccccc2)nnn1-c1nc(OC)nc(N2CCOCC2)n1 | -4 | -2 | 92 | . | -3 | 11 | 1534 | 0.0 | 14 | 1 | .
27 | Clc1ccc(OCCCn2ccnc2)c(Br)c1 | 4 | -6 | 92 | -2 | -1 | -3 | 1514 | -0.5 | 17 | -8 | -0.88
28 | CC(=O)N[C@@H](C)C(=O)OC(C)C(=O)Nc1cccc([N+](=O)[O-])c1 (stereo partly drawn) | -7 | 5 | 101 | -22 | -2 | 9 | 1737 | 0.4 | 7 | 0 | -0.11
29 | FC(F)(F)c1ccccc1NC(=S)Nc1cccc(Cl)c1 | -4 | 2 | 97 | -2 | 5 | 4 | 1565 | 2.2 | 10 | -2 | -0.8
30 | CC(=O)Oc1oc(-c2ccccc2)nc1/C=N/c1ccccn1 | -12 | 0 | 98 | . | 1 | -32 | 1549 | 0.1 | 6 | -3 | -0.25
31 | Cc1ccc(C)c(Nc2c(F)c(F)c(F)c(F)c2C(=O)O)c1 | 2 | 5 | 100 | -10 | 4 | -5 | 1431 | 0.4 | 5 | 4 | 0.69
32 | COCc1[nH][nH]c(=O)c1C=Nc1ccccc1 | -4 | 4 | 104 | . | -2 | -6 | 1413 | 1.0 | 2 | -3 | -0.4

Record cards, from the list above. Screens in order: TLR4-MyD88 BLA | PPARg SRC2 recr | STAT3 act | S1P3 antag | PPARg SRC-3 ag | STAT1 blocker | TR-FRET SRC-2 ct | RAM inhibit | STAT3 blocker | PPARg SRC1 recr | ROMK mod
CCOC(=O)c1c(-c2ccccc2)nnn1-c1nc(OC)nc(N2CCOCC2)n1 in the list: -4 | -2 | 92 | . | -3 | 11 | 1534 | 0.0 | 14 | 1 | .
CC(=O)N[C@@H](C)C(=O)OC(C)C(=O)Nc1cccc([N+](=O)[O-])c1 (stereo partly drawn) in the list: -7 | 5 | 101 | -22 | -2 | 9 | 1737 | 0.4 | 7 | 0 | -0.11

The listing picks up with the 5 entries that preceded the break.
nr | Structure | TLR4-MyD88 BLA | PPARg SRC2 recr | STAT3 act | S1P3 antag | PPARg SRC-3 ag | STAT1 blocker | TR-FRET SRC-2 ct | RAM inhibit | STAT3 blocker | PPARg SRC1 recr | ROMK mod
28 | CC(=O)N[C@@H](C)C(=O)OC(C)C(=O)Nc1cccc([N+](=O)[O-])c1 (stereo partly drawn) | -7 | 5 | 101 | -22 | -2 | 9 | 1737 | 0.4 | 7 | 0 | -0.11
29 | FC(F)(F)c1ccccc1NC(=S)Nc1cccc(Cl)c1 | -4 | 2 | 97 | -2 | 5 | 4 | 1565 | 2.2 | 10 | -2 | -0.8
30 | CC(=O)Oc1oc(-c2ccccc2)nc1/C=N/c1ccccn1 | -12 | 0 | 98 | . | 1 | -32 | 1549 | 0.1 | 6 | -3 | -0.25
31 | Cc1ccc(C)c(Nc2c(F)c(F)c(F)c(F)c2C(=O)O)c1 | 2 | 5 | 100 | -10 | 4 | -5 | 1431 | 0.4 | 5 | 4 | 0.69
32 | COCc1[nH][nH]c(=O)c1C=Nc1ccccc1 | -4 | 4 | 104 | . | -2 | -6 | 1413 | 1.0 | 2 | -3 | -0.4
33 | O=C(NC1=NCCS1)c1csc2ccccc12 | -4 | 0 | 103 | -30 | -3 | -55 | 1575 | 0.9 | 3 | 6 | .
34 | Fc1cccc(Cl)c1/C=N/Nc1ccccn1 | 5 | 8 | 138* | 17 | 0 | -30 | 1653 | 0.6 | -42 | 0 | 0.032
35 | Cc1ccc(C)c(NC(=O)C(Sc2nnc(-c3cccs3)o2)c2ccccc2)c1 (stereo not drawn) | 1 | 1 | 92 | 5 | -2 | -1 | 1897 | 0.8 | 9 | 3 | .
36 | Cc1nc2sc(C(c3cccs3)N3CCN(Cc4ccccc4)CC3)c(O)n2n1 (stereo not drawn) | -4 | 7 | . | 6 | 3 | 2 | 1660 | 0.9 | . | 6 | .
37 | COc1ccc(Cc2n[nH]c(=S)o2)cc1 | -2 | 1 | 99 | 0 | -1 | 0 | 1534 | -0.2 | 4 | -4 | -0.4
38 | O=c1[nH]c(CSc2nnc(-c3ccccc3)n2-c2ccccc2)nc2ccccc12 | -7 | -2 | 92 | -1 | -5 | 14 | 1339 | 2.5 | 13 | -1 | 2.1
39 | CCCCC(=O)NC(c1ccco1)c1cc(Cl)c2cccnc2c1O (stereo not drawn) | -18 | 4 | 102 | 2 | -1 | 2 | 1594 | 4.8 | 6 | 3 | 0.66
40 | N/C(=N\O)C1COc2ccccc2O1 (stereo not drawn) | 6 | -8 | 94 | -9 | -2 | -1 | 1668 | 1.7 | 9 | 16 | .
41 | Cc1c(C2Nc3ccccc3C(=O)N2O)cnn1C (stereo not drawn) | -6 | -1 | 107 | . | 1 | 0 | 1221 | -0.5 | -6 | -7 | .
42 | CNC(=S)N1N=C(c2ccccc2)CC1c1ccccc1Cl (stereo not drawn) | -6 | 14 | 104 | -6 | 12 | -10 | 1821 | 3.9 | 0 | 13 | 0.22
43 | O=C(CN1CCN(Cc2ccc(F)cc2Cl)C1=O)NCCc1ccccc1 | 11 | -6 | 103 | . | -1 | -10 | 1623 | 0.7 | 1 | -1 | .
